# High-throughput results deposited in PubChem BioAssay by several laboratories.
# MT1-MMP act inh: MT1-MMP (human) activation inhibition; GFP/RFP ratio change, % at 20 µM; hit rate 0.061% among 360,000; P50281; AID 651647; HT1080 RFP-PRO-GFP cells, GFP/RFP ratio fluorescence, overnight; percent of plate control window, DMSO zero;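 active = GFP/RFP ratio change of at least 30% with cell ATP level not reduced by more than half and red fluorescence within 50% of control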; also: strong numbers were not always called active
#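 Assay system – RFP-PRO-GFP reporter HT1080 cells · Compound dosing – single dose of 20 µM compound, 1% DMSO final · Incubation – overnight compound exposure at 37 °C · Measure – GFP/RFP fluorescence ratio · Benchmarks – DMSO wells and RFP-L50D-GFP cells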
# PABP1 MLLE inh: blocks PAM2 peptide binding to the PABP1 MLLE domain | GST-MLLE / FITC-PAM2 fluorescence polarization | inhibition, % at 20 µM | hit rate 0.36% among 360,000; in the data active = inhibition above about 35%, passing the limit was not always enough;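 also: plate controls were DMSO wells with GST-MLLE for no effect and wells lacking GST-MLLE protein for full effect; some results filed as inactive read as strong as hits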
# MsrA inh: inhibits bovine methionine sulfoxide reductase A. inhibition, % at 15.5 µM. purified bovine MsrA, absorbance read-out. hit rate 0.75% among 360,000; in the data active = inhibition above about 4.5%;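 also: 0% = vehicle wells with enzyme and 100% = reference inhibitor wells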
# SKN-1 block: blocks SKN-1 activity in C. elegans. C. elegans VP596 Pgst-4::GFP/RFP ratio, acrylamide-induced, 24 h. inhibition, % at 21.8 µM. hit rate 0.49% among 360,000;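 active = interference check ratio from 0.5 to 1.5 plus GFP to RFP signal ratio inhibition reaching or exceeding a fixed threshold, cut at about 30% in these data, passing the limit was not always enough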; also: some compounds called inactive have numbers as strong as hits
# CendR NRP1 mod: alters CendR peptide binding to human NRP-1; O14786; FAM-RPARPAR peptide binding to NRP-1, fluorescence polarization; inhibition, % at 25 µM; hit rate 0.85% among 360,000; AID 602438;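 active = inhibition or corrected inhibition above about 18%, plus a signal ratio from 0.5 to 1.5, limit read from the data, passing the limit was not always enough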; also: strong numbers were not always called active
# eLon inh: E. coli protease La inhibition. P0A9M0. hit rate 0.42% among 360,000. purified E. coli Lon protease, fluorescence polarization. inhibition, % at 7.94 µM; in the data active = inhibition above about 13%, passing the limit was not always enough;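 also: 0% = enzyme with probe and DMSO and 100% = no enzyme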
# Tb MetRS inh: blocks T. brucei methionyl-tRNA synthetase activity; purified T. brucei MetRS, ATP depletion, Kinase-Glo luminescence; inhibition, % at 11.9 µM; hit rate 0.4% among 360,000; AID 624268;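 active = inhibition above a per-plate cutoff of the control wells' mean inhibition plus 3 SD, cut at about 5.5% in these data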;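 also: 0% = DMSO wells median and 100% = median of wells with control inhibitor compound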
#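 Measured by: Kinase-Glo luciferase luminescence reporting remaining unconsumed ATP. Material: purified T. brucei MetRS enzyme. Doses: 11.9 µM compound single dose, 0.9% DMSO. Medium: HEPES buffer containing pyrophosphatase, BSA, spermine, DTT. Times: 15 min preincubation, 2 h reaction, all 25 °C. Reagent: methionine, ATP and bulk E. coli tRNA.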
# FAS-TE inh: blocks the thioesterase domain of human fatty acid synthase; recombinant FAS-TE, OMFH fluorogenic substrate, fluorescence endpoint; hit rate 0.67% among 360,000; inhibition, % at 15 µM; AID 602261; P49327;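 active = compounds whose normalised, plate-corrected inhibition of enzyme fluorescence in the single-dose primary screen is 50% or more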;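 also: 0% = DMSO with enzyme and 100% = substrate without enzyme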
# bovine MsrA act: activates bovine MsrA enzyme; purified bovine MsrA, absorbance read-out; activation, % at 10.6 µM; hit rate 0.3% among 360,000; AID 602163; in the data active = activation above about 7.5%;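 also: 0% = vehicle and 100% = reference activator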
# * hit, by the source's call; · = not tested or not shown.
mol	MT1-MMP act inh	eLon inh	bovine MsrA act	CendR NRP1 mod	PABP1 MLLE inh	MsrA inh	FAS-TE inh	Tb MetRS inh	SKN-1 block
COc1ccc(OCc2cc(C(=O)N3CCC(c4ccccc4)CC3)no2)c(Cl)c1	0	-11	-10	5	3	-0.3	33	-0.9	-20
O=C(NCCCN1CCOCC1)c1ccc(Sc2ccc(F)cc2)c([N+](=O)[O-])c1	-4	-1	1	5	13	-0.7	5	-1.2	9
CC(=O)NC(Cc1ccc(C)cc1)C(=O)NC1CCN(C(=O)NCc2ccccc2)CC1 (stereo unspecified)	2	1	-1	12	-2	0.2	-9	0.1	10
CCC1CN(C(=O)N2CCC(C(=O)NCc3cccc(OC)c3OC)CC2)c2cc(C)ccc2O1 (stereo unspecified)	2	-6	-2	9	15	0.0	0	-0.1	-2
CC1CCN(CCCNC(=O)C2CCC(CNS(=O)(=O)c3ccccc3)CC2)CC1 (stereo unspecified)	1	1	0	-5	-8	0.0	-5	0.3	4
COc1ccccc1-c1nc2ccccc2c(=O)n1O	3	5	-1	10	-5	1.9	-2	-0.4	2
CC1=CC(=O)C(C(C)C)=CC1=NC(=O)c1ccc(C)cc1	-5	4	-2	-4	25	1.4	3	-0.1	-14
CCc1nc2ccc(C(=O)N3CCN(S(=O)(=O)CC)CC3)cn2c1N(CC)CCOC	-2	-10	-3	6	11	-0.6	-7	-0.4	-3
COc1ccc(S(=O)(=O)N2CCC(C(=O)Nc3nnc(C)s3)CC2)cc1OC	7	4	-2	4	-9	1.2	-8	-0.2	15
Cc1c(C(=O)OCc2nc3ccsc3c(=O)[nH]2)oc2ccccc12	3	2	-2	0	2	1.5	-3	-0.3	-19
COc1ccc(S(=O)(=O)NC(C)C(=O)NCCN2CCOCC2)cc1Cl (stereo unspecified)	1	5	-2	0	12	0.0	-6	-0.5	3
CC(C)(C)c1ccc(OCCC(=O)Nc2ccc(N3CCOCC3)cc2N2CCOCC2)cc1	-7	6	-1	4	12	0.3	17	-0.1	11
Cc1cc(F)cc(-c2cc(C(=O)NCc3ccccn3)[nH]n2)c1	-1	-10	1	9	-3	-0.4	-1	-0.1	3
COCCN(C(=O)CSc1nnc(-c2ccccc2F)o1)c1c(N)n(Cc2ccccc2)c(=O)[nH]c1=O	-7	-19	0	-5	-17	0.4	-4	0.0	-8
O=C(Nc1ccccc1-c1ccccc1)C12CC3CC(CC(C3)C1)C2	-1	0	7	-6	-8	1.2	26	-0.7	-7
CCCC(=O)Nc1nnc(S(=O)(=O)N(CC)c2ccc(OC)cc2)s1	-2	-2	-3	2	-9	1.2	-3	-0.6	2
CCCCOc1ccc(C(=O)Nc2ccc(S(=O)(=O)Nc3onc(C)c3C)cc2)cc1	3	-1	-4	2	-5	-1.4	-6	0.2	-11
CC(Sc1nnnn1-c1ccccc1)C(=O)Nc1ccccc1-c1ccccc1 (stereo unspecified)	-6	-4	-7	-5	-12	-0.2	13	-0.2	8
C=CCc1ccc(OCCCOc2ccc(C)cc2OC)c(OC)c1	1	-4	1	-9	-5	0.2	22	-0.9	8
COC(=O)N/N=C/c1cc([N+](=O)[O-])cc(Br)c1O	-1	1	-5	-9	-6	3.8	-6	0.2	1
Cn1c(N)c(C(=O)c2ccccc2)c(=O)n(C)c1=O	4	-1	-11	-1	-4	-0.1	-10	-1.1	-41
CC(C)(C)C(=O)Nc1ccc(C(=O)N/N=C/C2CC3C=CC2C3)cc1 (stereo unspecified)	0	4	-11	1	0	0.1	-11	-1.1	6
CCOC(=O)C1=C(C)N(c2ccc(OCC)cc2)C(=O)/C1=C\c1ccco1	-3	-2	-1	-7	-6	1.6	2	0.0	6
O=C(NCC(=O)N(c1ccc(F)cc1)C(C(=O)NC1CCCC1)c1ccncc1)c1ccco1 (stereo unspecified)	1	-6	3	-4	10	0.2	-4	-0.6	6
CCOc1cc(N2CCOCC2)c(OCC)cc1NC(=O)C(C)C	4	-3	-3	-8	7	0.3	-6	-0.2	5

# Arranged by the number under eLon inh (ascending): 4 of the compounds above
compound	eLon inh
Cn1c(N)c(C(=O)c2ccccc2)c(=O)n(C)c1=O	-1
O=C(Nc1ccccc1-c1ccccc1)C12CC3CC(CC(C3)C1)C2	0
CC(=O)NC(Cc1ccc(C)cc1)C(=O)NC1CCN(C(=O)NCc2ccccc2)CC1 (stereo unspecified)	1
CC(C)(C)c1ccc(OCCC(=O)Nc2ccc(N3CCOCC3)cc2N2CCOCC2)cc1	6

# Next part
mol	MT1-MMP act inh	eLon inh	bovine MsrA act	CendR NRP1 mod	PABP1 MLLE inh	MsrA inh	FAS-TE inh	Tb MetRS inh	SKN-1 block
CCn1c(=NC(=O)CSC(C)=O)sc2cc(F)ccc21	4	12	-4	11	27	0.1	3	-1.0	12
C(=N\Nc1nc(N2CCOCC2)nc(N2CCOCC2)n1)/c1ccncc1	1	0	-4	-2	-2	0.0	-7	-0.3	3
Cc1ccc(S(=O)(=O)N(C)CC(=O)Nc2cccnc2)cc1	2	-8	-4	3	-1	-1.5	-6	-0.2	14
Nc1nc2sc3c(c2c(=O)s1)CCCC3	7	2	-3	-6	-10	2.3	6	-0.6	14
C/C(=N\NC(=O)COc1ccc(C#N)cc1)c1ccc(N2CCOCC2)cc1	4	-1	-6	1	-5	1.9	-2	-0.8	-2
CC(C)C[C@H]1CNC(=S)N1C[C@H]1CCCN1C[C@H](Cc1ccc(O)cc1)N1C[C@H](CC(C)C)N(CCc2ccccc2)C1=S	-1	-2	2	8	-19	-1.4	-123	-0.7	19
CC1CC1C(=O)Nc1nc(-c2ccccn2)cs1 (stereo unspecified)	5	-8	-4	10	31	-1.2	-9	-0.8	23
C#CC1(O)CC(C)N(C)C(C)C1 (stereo unspecified)	-2	-8	-6	-12	0	2.2	-8	-0.8	-1
CC1CCN(c2ccc(NC(=O)c3cccnc3Cl)cc2)CC1	0	-4	-3	-10	-49	-1.0	1	-0.8	3
Cc1ccc(N(CC(=O)N2CCOCC2)S(C)(=O)=O)cc1C	-2	-3	2	9	-7	0.1	-9	-0.2	0
CCOC(=O)C1(CCSC)NC(c2ccco2)C2C(=O)N(C)C(=O)C21 (stereo unspecified)	-2	-1	0	18	8	0.2	-1	-1.0	14
COc1ccc(OCCn2cnc3ccccc32)cc1	4	-4	0	7	-5	0.0	-2	0.3	-8
N#Cc1cnc(NOCc2ccc(Cl)cc2)nc1	2	2	-8	2	4	-0.7	4	-1.0	-17
Cc1occc1C(=O)NC(C)CCc1ccccc1 (stereo unspecified)	5	9	1	24*	-4	-0.1	3	-0.3	-6
O=C(O)c1cc2nc(-c3cccs3)cc(C(F)(F)F)n2n1	6	2	-10	29*	0	2.2	-6	-0.8	2
COc1cccc(/C=N/NC(=O)c2cnccn2)c1OC	2	-5	-3	4	12	0.8	-3	-0.3	-8
O=C(Nc1ccc(-c2nnc(-c3ccccc3)o2)cc1)C1CCCO1 (stereo unspecified)	3	-9	-4	-6	5	0.8	-2	-0.8	4
CC(C)C1C(C#N)=C(N)Oc2n[nH]c(C(C)(C)C)c21 (stereo unspecified)	-2	3	0	-14	14	-0.7	-3	-0.5	10
Nc1ccccc1C(=O)N1CCc2ccccc21	0	-6	-2	-1	-3	0.9	-5	-0.4	-5
Cc1ccc(OCCC(=O)NNC(=O)c2ccccc2F)cc1	-4	-9	0	7	2	1.5	1	-0.3	-1
c1ccc(-c2cc(-c3ccc(N4CCOCC4)cc3)nc3ccccc23)cc1	-1	-4	-3	-3	9	0.8	2	-0.9	-1
Cc1ccc2[nH]c(=O)c(CC=C(Cl)Cl)c(C)c2c1	2	-9	-3	13	5	-0.6	-3	-0.4	11
COc1cccc(/C=C2/C(=O)NN(c3ccc(F)cc3)C2=O)c1	-5	-4	-4	-5	18	0.5	-3	-0.7	3
COc1ccc(NC(=O)c2sc(=O)n(Cc3ccc(SC)cc3)c2C)cc1OC	4	-2	-3	8	-1	-0.8	6	-0.3	-22
CSc1nc2c(c(=O)n1-c1ccccc1)SCC2	7	5	-5	2	0	2.8	-3	0.0	-7

# Continuation:
mol	MT1-MMP act inh	eLon inh	bovine MsrA act	CendR NRP1 mod	PABP1 MLLE inh	MsrA inh	FAS-TE inh	Tb MetRS inh	SKN-1 block
O=C(NCCC(=O)N1CCC2(CC1)NCCc1[nH]cnc12)c1cccc(C(F)(F)F)c1	0	-5	-3	6	17	0.3	-11	-0.1	-3
O=c1cc(CSc2nnc(COc3cccc4ccccc34)o2)c2ccccc2[nH]1	2	-2	-3	-11	-10	-0.5	27	0.2	-5
Cc1cc(NCCCN(C)C)n2c(nc3ccccc32)c1C#N	-14	-10	-1	-36	0	1.6	-4	-0.7	8
Cc1cc(C(=O)CN2CCC(C)CC2)c(C)n1-c1ccccc1F	2	10	1	-15	-1	0.2	-7	0.2	-9
COc1ccccc1C(=O)NCCC(=O)NCc1ccncc1	-1	-5	-2	3	-1	-0.9	-4	-0.1	-1
COc1cc(C(=O)NCc2ccccn2)ccc1OCc1c(C)noc1C	3	1	-4	-13	-3	0.1	-3	-0.1	-20
COc1cc(C(=O)N/C(=C\c2cn(C)c3ccccc23)C(=O)NCCCN2CCOCC2)cc(OC)c1OC	1	-7	-8	-5	-21	3.0	-6	-0.3	-13
CN(Cc1cnc2nc(N)nc(N)c2n1)c1ccc(C(=O)NC(CCC(=O)O)C(=O)O)cc1C(F)(F)F (stereo unspecified)	·	-3	-13	-48	21	0.9	-5	-0.3	7
Cc1ccc(Cl)cc1NC(=O)CON=C(N)c1ccccc1	12	-3	-11	5	-16	-0.9	-1	-0.3	3
CCOC(=O)c1ccc(S(=O)(=O)NCCN(CC)CC)cc1	17	-11	-9	10	6	0.7	-5	-1.6	-24
COc1ccc(CN(C(=O)CN2C(=O)C(C)Oc3ccccc32)C2CCCC2)c(OC)c1 (stereo unspecified)	-2	0	-8	-24	12	·	34	-1.4	0
CC(C)N1CCN(Cc2ccc(C#CCCO)cc2)CC1CCO (stereo unspecified)	-4	-4	-3	15	-1	-0.8	-5	0.1	-2
CSc1sc(C(=O)O)c2c1C(=O)CC(C)(C)C2	-1	-9	-1	15	-18	1.9	-9	-0.1	14
COCCNC(=O)CCc1c(C)nc2c(c(C)nn2-c2ccc(C)c(C)c2)c1C	0	8	-1	4	-10	1.0	0	0.7	12
COc1ccc(N(C(=O)Cc2cccs2)C(C(=O)NC2CCCCC2)c2cccn2C)cc1 (stereo unspecified)	-9	-7	-7	-2	5	-0.5	-1	-2.0	-39
Cc1ccc(N(CC(=O)Nc2ccc(F)c(Cl)c2)S(=O)(=O)c2c(C)noc2C)cc1	0	7	-3	8	0	-0.1	32	-0.3	12
C=CCOC(=O)C1=C(C)OC(N)=C(C#N)C1c1ccccc1F (stereo unspecified)	-4	2	-8	13	0	0.5	4	-1.4	-26
NC(N)=NS(=O)(=O)c1ccc(N=C2C(=O)Nc3ccccc32)cc1	-1	-14	0	5	2	-0.9	-7	-0.3	8
